Screens from PubChem BioAssay.
MIN6 prolif: MIN6 beta-cell proliferation induction; MIN6 cells proliferation, ATPlite luminescence, 48 h; cells starved in 0.2% serum; 100% = growth in 10% serum; proliferation, % at 10 µM; 330,000 tested, 0.29% active; AID 2380;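 active = compounds whose signal lies at least 3.5 SD above the mean of all wells on their plate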;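 note: 0% = DMSO-treated cells in low-serum medium and 100% = 10% serum control; some compounds called inactive have numbers as strong as hits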
mIAP act: mouse IAP activation. activation factor at 10 µM. AID 2805. 330,000 tested, 0.24% active. muIAP, CDP-Star luminescence, 30 min; stronger effect = higher value; 1 = vehicle-only enzyme signal, 0 = enzyme-free wells;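 active = activation factor of at least 2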; note: the source names both 10 and 20 µM as test concentration; values of inactives mirror those of a sister screen read the other way
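System: Mouse IAP enzyme | Also added: CDP-Star substrate | Dosing: Compounds dispensed in DMSO | Schedule: 30 min enzyme-substrate-compound incubation at room temperature | Technique: Chemiluminescence readout | Control set: DMSO-only wells and no-enzyme negative control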
ATG4B inh: blocks human ATG4B protease cleavage of LC3 substrate | ATG4B cleavage of LC3-PLA2, NBD-HPC fluorescence, 1 h | Q9Y4P1 | 340,000 tested, 0.51% active | inhibition, % at 8.33 µM; in the data active = inhibition above about 40%
Target sequence (Q9Y4P1 whole entry, looked up): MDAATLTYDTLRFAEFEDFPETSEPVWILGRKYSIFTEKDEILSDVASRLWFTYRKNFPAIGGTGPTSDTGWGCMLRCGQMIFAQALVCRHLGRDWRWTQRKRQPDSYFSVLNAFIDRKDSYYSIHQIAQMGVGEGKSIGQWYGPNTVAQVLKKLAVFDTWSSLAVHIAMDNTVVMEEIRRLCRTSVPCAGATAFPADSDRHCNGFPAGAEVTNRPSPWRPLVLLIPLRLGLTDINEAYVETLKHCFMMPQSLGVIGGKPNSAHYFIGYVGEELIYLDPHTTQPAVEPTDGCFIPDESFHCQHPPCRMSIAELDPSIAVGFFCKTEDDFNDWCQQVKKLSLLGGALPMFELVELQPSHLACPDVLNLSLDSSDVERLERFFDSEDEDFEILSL
mIAP block: blocks mouse intestinal alkaline phosphatase | purified mouse IAP, CDP-Star luminescence, 30 min | inhibition, % at 10 µM | 330,000 tested, 0.2% active;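 active = inhibition of at least 40% at 10 µM in the primary screen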;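 note: plate controls were DMSO with enzyme for no effect and no enzyme wells for full effect; values of inactives mirror those of a sister screen read the other way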
MPTP inh: blocks calcium-induced mitochondrial swelling; isolated mouse mitochondria, Ca2+ swelling absorbance, 30 min; inhibition, % at 10 µM; 360,000 tested, 1.4% active;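 active = inhibition of 50% or more, scaled per plate between neutral and stimulator controls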;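 note: 0% = DMSO wells given calcium and 100% = 1 mM EGTA wells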
hIAP block: human IAP inhibition; inhibition, % at 10 µM; 330,000 tested, 0.12% active; purified IAP, CDP-Star luminescence, 30 min; P09923;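 active = inhibition reaching a set limit with compound at 10 µM in the primary screen, cut at about 35% in these data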;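 note: plate controls were DMSO wells with enzyme for no effect and no-enzyme buffer wells for full effect; values of inactives mirror those of a sister screen read the other way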
A3A deaminase: human APOBEC3A DNA deaminase inhibition | 330,000 tested, 0.41% active | inhibition, % at 20 µM | P31941 | AID 493011 | recombinant A3A, FAM/TAMRA ssDNA deamination fluorescence;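 active = at least 40% inhibition at 20 µM here, with at most 30% in a related deaminase screen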;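 note: plate controls were A3A with DMSO for no effect and wells lacking A3A enzyme for full effect; some results filed as inactive read as strong as hits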
Target sequence (P31941 whole entry, looked up): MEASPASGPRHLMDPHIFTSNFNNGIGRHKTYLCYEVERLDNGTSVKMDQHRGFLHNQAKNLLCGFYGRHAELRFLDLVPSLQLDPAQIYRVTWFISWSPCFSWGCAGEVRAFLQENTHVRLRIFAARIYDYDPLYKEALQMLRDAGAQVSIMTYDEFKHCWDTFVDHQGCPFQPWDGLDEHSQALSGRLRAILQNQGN
hIAP act: human IAP activation; P09923; purified human IAP, CDP-Star luminescence, 30 min; stronger effect = higher value; 1 = vehicle-only enzyme, 0 = enzyme-free background; activation factor at 10 µM; 330,000 tested, 0.16% active;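 active = activation factor of the enzyme at least 2-fold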; note: the source names both 10 and 20 µM as test concentration; values of inactives mirror those of a sister screen read the other way
APOBEC3G inh: APOBEC3G (human) deaminase inhibition. inhibition, % at 20 µM. AID 493012. recombinant A3G, ssDNA deamination FAM/TAMRA fluorescence. 330,000 tested, 0.28% active;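 active = inhibition of at least 40% at 20 µM, with no more than 30% in the related APOBEC3A deaminase screen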;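 note: plate controls were DMSO wells with A3G for no effect and wells lacking A3G enzyme for full effect; some compounds called inactive have numbers as strong as hits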
Target sequence (Q9HC16 whole entry, looked up): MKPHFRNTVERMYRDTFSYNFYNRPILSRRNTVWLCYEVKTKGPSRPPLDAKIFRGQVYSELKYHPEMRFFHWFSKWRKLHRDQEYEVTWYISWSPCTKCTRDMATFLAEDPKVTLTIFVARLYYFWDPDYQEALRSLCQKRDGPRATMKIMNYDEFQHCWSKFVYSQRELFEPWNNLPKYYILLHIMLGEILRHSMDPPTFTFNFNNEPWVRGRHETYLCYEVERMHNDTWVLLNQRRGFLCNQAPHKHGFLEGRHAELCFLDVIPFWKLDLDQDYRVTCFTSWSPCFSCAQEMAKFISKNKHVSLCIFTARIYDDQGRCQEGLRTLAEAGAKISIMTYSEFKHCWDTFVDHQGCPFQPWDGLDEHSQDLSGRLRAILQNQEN
An asterisk follows results filed as active; . = no result given.

Values in the order: MIN6 prolif	mIAP act	ATG4B inh	mIAP block	MPTP inh	hIAP block	A3A deaminase	hIAP act	APOBEC3G inh
> O=c1cc(CN2CC=C(c3ccccc3)CC2)c2c(ccc3ccccc32)o1
  -5	0.9	-3	10	3.3	-16	0	1.2	-5
> CCC(=Nc1ccccc1N)c1c(O)[nH]c(=O)[nH]c1=O
  -2	1.1	-1	-5	1.8	0	1	1	-1
> Cc1c(C)c2ccc(OCC(=O)N3CCC(C(=O)O)(c4ccccc4)CC3)c(C)c2oc1=O
  -4	0.98	-10	2	-0.3	-3	5	1	24
> COc1ccc(-n2c(O)c(/C(C)=N/Nc3ccccc3)c(=O)[nH]c2=O)cc1
  -2	0.9	-1	10	3.3	-6	-2	1.1	-4
> O=C(O)C1C2CCC(O2)C1C(=O)Nc1ccc(F)c(F)c1 (stereo not given)
  0	1.1	7	-7	0.0	-6	-5	1.1	1
> COc1cccc(Oc2coc3cc(OC(=O)N(C)C)ccc3c2=O)c1
  -1	1.1	-7	-7	0.2	-2	99*	1	-5
> CC(C)COc1ccc(Cc2c(O)[nH]c(=S)[nH]c2=O)cc1
  -1	0.78	0	22	-2.5	-21	-10	1.2	12
> COc1ccc2c3c1OC1C(O)C=CC4[C@@H](C2)N(C)CC[C@]314 (stereo not given in full)
  -4	0.95	5	5	-0.4	-12	1	1.1	0
> CCN(CC)C(=O)c1ccc(NC(=O)COC(=O)c2ccc(Cl)s2)cc1
  -2	1.1	-3	-14	0.1	-9	1	1.1	-3
> CCCNC(=O)N1[C@H]2CC[C@@H]1C(C(=O)OC)=C(c1cccc(Cl)c1)C2
  4	1	0	0	0.5	9	-5	0.91	-12
> CCCC(C)C1C(C#N)=C(N)Oc2c1c(=O)oc1ccccc21 (stereo not given)
  1	0.98	4	2	2.0	-2	-2	1	-4
> COc1cccc(CN2CCCC(C(=O)c3ccccc3SC)C2)c1O (stereo not given)
  -4	0.93	-10	7	1.2	-9	4	1.1	-1
> CCc1ccc(-n2c(O)c(/C=N/NC(=O)c3ccncc3)c(=O)[nH]c2=O)cc1
  0	0.99	-8	1	-2.6	-53	-1	1.5	-8
> Cc1cccc(C)c1NC1=NCCCS1
  -5	1	-8	-4	0.3	-28	4	1.3	-2
> CCC(=NCc1ccco1)c1c(O)n(-c2ccc(C)cc2)c(=O)[nH]c1=O
  0	1.1	-8	-7	-1.5	-8	-1	1.1	-8
> CC(=O)CCC(C)=O
  -3	0.99	0	1	-1.1	-1	0	1	-2
> Clc1ccc(C(Cl)(Cl)Cl)c(Cl)c1
  0	0.93	1	8	1.1	25	-3	0.75	-9
> COc1cc(OC)c([C@H]2C=C(C)[C@H]3C[C@@H]2C3(C)C)c(OC)c1
  -6	0.91	-3	9	2.7	14	1	0.86	4
> CCN1CCN(c2ccc([N+](=O)[O-])cc2C#N)CC1
  2	0.93	-3	7	-0.2	8	0	0.92	-4
> COc1ccc(P2(=O)Nc3ccccc3N2)cc1
  -4	0.95	0	5	1.4	-18	35	1.2	14
> COC(=O)C1=C(c2ccc(Cl)c(C(F)(F)F)c2)C[C@@H]2CC[C@H]1N2C(=O)NCC1CC1
  0	1	-19	-1	1.9	5	1	0.95	-7
> C[C@H]1C(=O)O[C@@H]2CCN3CC=C(COC(=O)[C@](C)(O)[C@]1(C)O)[C@H]23
  1	1	14	-3	-0.5	9	-3	0.91	-9
> C=CCn1c(O)c(/C(C)=N/N2CCN(C)CC2)c(=O)[nH]c1=O
  -4	0.95	-3	5	-0.5	-10	-3	1.1	-8
> OCC1CO1 (stereo not given)
  2	0.98	0	2	-0.5	21	-1	0.79	-2
> S=C=Nc1ccccn1
  -3	0.96	-3	4	-1.1	-12	1	1.1	-12
> O=P(/C(=N/O)N1CCOCC1)(N1CCOCC1)N1CCOCC1
  -3	0.96	2	4	-0.9	-40	6	1.4	-2
> COC1=CC(=O)OC(/C=C/c2ccccc2)C1 (stereo not given)
  0	1.1	-2	-8	0.1	-4	-1	1	5
> CC(C)N1CCC2(CC1)NC(CO)(CO)CO2
  0	1	-17	0	-0.3	-6	1	1.1	-3
> COc1cc2c(cc1O)C[C@H]1NCCc3cc4c(c-2c31)OCO4
  0	1.1	3	-6	-0.5	4	61*	0.96	19
> CN(C)CCN=Cc1c(O)n(C2CCCCCC2)c(=O)[nH]c1=O
  -5	1	-11	-2	-1.5	-19	5	1.2	2
> CN(C)C(=O)Oc1ccc2c(c1)O/C(=C\c1cccc([N+](=O)[O-])c1)C2=O
  -3	0.96	-2	4	0.0	2	-3	0.98	-9
> CN1C2CCC1C(C(=O)O)C(O)C2 (stereo not given)
  1	1.1	-3	-7	-1.8	-26	2	1.3	-4
> O=C(c1ccc2c(c1)OCO2)C1CCCN(Cc2ccc(F)c(F)c2)C1 (stereo not given)
  2	1	9	-1	2.0	-5	4	1.1	16
> C/C(=N\N1CCCCCC1)c1c(O)n(-c2ccccc2C)c(=O)[nH]c1=O
  -1	0.95	-4	5	3.7	9	-1	0.91	-8
> Cc1ccccc1-n1c(O)c(C=Nc2ccc3c(c2)OCO3)c(=O)[nH]c1=O
  -2	1	-1	-1	-1.3	6	1	0.94	-2
> CCC(=NCc1ccco1)c1c(O)n(-c2ccccc2)c(=O)[nH]c1=O
  0	0.98	-16	2	0.2	-13	-2	1.1	-1
> COC(=O)c1nc(-c2ccc3c(n2)C(=O)C(N)=C(OC)C3=O)c(N)c(-c2ccc(OC)c(OC)c2O)c1C
  -6	0.94	0	6	1.1	-14	3	1.1	-1
> COc1cc2c(cc1OC)C(C(=O)N(C)C1CCCCC1)C1CCCCN1C2=O (stereo not given)
  -3	0.92	8	8	-0.2	5	-2	0.95	-7
> CCC(=O)c1ccc(OC)c(OC)c1
  0	0.99	-10	1	-1.8	6	-2	0.94	-5
> O=C(c1cc(F)ccc1F)C1CCCN(Cc2cccc(Cl)c2)C1 (stereo not given)
  -2	1.1	7	-12	-0.9	14	0	0.86	-7
> C=CCC1(Nc2ccccc2)CC(C)N(C)CC1C (stereo not given)
  0	1	-8	-4	0.9	5	-4	0.95	-11
> O=C(O)CCn1cc(C=C2C(=O)NC(=S)NC2=O)c(-c2cccc(Cl)c2)n1
  1	0.75	-5	25	-2.2	5	2	0.95	-11
> Cc1ccc(O)c(C(=O)c2cc(C(=O)NCc3ccccc3)c(=O)n(Cc3ccccc3)c2)c1
  -2	0.89	6	11	7.6	8	-3	0.93	-6
> COc1nc2ccccc2c(=O)n1-c1ccc(C)cc1
  0	1.1	10	-7	2.8	-34	-1	1.3	-4
> COc1ccc2c(c1)c(C(=O)O)c(C)n2CC(C)C
  -1	1.1	1	-7	-3.4	22	-5	0.78	-2
> O=C(NCC(c1cccnc1)N1CCN(c2ccccc2F)CC1)Oc1ccccc1 (stereo not given)
  0	1	-8	-2	2.0	-5	-3	1	-6
> O=C(O)COc1ccccc1/C=C1\C(=O)NC(=O)N(CCC2=CCCCC2)C1=O
  -1	0.99	4	1	20	-5	6	1.1	0
> COc1ccc(-c2nn(CCC#N)cc2C(=O)NCc2ccccc2)cc1
  -3	0.95	-7	5	-0.1	-2	-4	1	-8
> O=C1NCCN2CCCC12 (stereo not given)
  -1	0.94	-1	6	-1.7	-7	-2	1.1	1
> CC(C)C[C@H]1C(=O)N2CCC[C@H]2[C@]2(O)O[C@](NC(=O)[C@@H]3C=C4c5cccc6[nH]cc(c56)C[C@H]4N(C)C3)(C(C)C)C(=O)N12
  -8	0.95	-13	5	0.0	-23	-4	1.2	3
> CCOc1ccc(N2C(=O)NC(=O)/C(=C\c3ccccc3[N+](=O)[O-])C2=O)cc1
  2	0.95	-7	5	12	0	-2	1	-1
> COC(=O)C1=C(c2cccc(C#N)c2)C[C@@H]2CC[C@H]1N2C(=O)NCC1CC1
  1	1.2	0	-17	0.2	-12	-4	1.1	-7
> O=[N+]([O-])c1cccc(CCl)c1
  -1	0.86	2	14	-0.1	-15	2	1.2	4
> CCOc1ccc(N2C(=O)/C(=C\c3cccs3)C(=O)NC2=S)cc1
  -6	0.97	4	3	.	8	3	0.92	9
> Clc1ccc2nc3c(c(-c4ccccc4)c2c1)CNCC3
  -2	0.86	-13	14	0.6	-7	-1	1.1	-1
> CP(=O)(Nc1ccccc1)C(Cl)(Cl)Cl (stereo not given)
  -2	1	-1	-1	0.1	3	-3	0.97	-4
> O=c1[nH]c(=O)n(CCC2=CCCCC2)c(O)c1/C=N/N1CCOCC1
  -2	1.1	-9	-5	1.9	5	1	0.95	3
> N#Cc1cc2c(nc1SCC(=O)Nc1ccc(Cl)cc1)C1CCN2CC1
  -2	1.2	-10	-22	1.2	20	-3	0.8	-6
> O=C1CN=C(c2ccccc2)c2c(sc3c2CCCC3)N1
  -4	1.1	-1	-6	-1.3	4	-2	0.96	-5
> O=c1c2ccccc2nc(/C=C/c2ccccc2)n1-c1ccccc1O
  -6	0.95	62*	5	1.1	-14	-2	1.1	-6

Next section.
Values in the order: MIN6 prolif	mIAP act	ATG4B inh	mIAP block	MPTP inh	hIAP block	A3A deaminase	hIAP act	APOBEC3G inh
> O=C(Cn1cc(C=C2C(=O)NC(=O)NC2=O)c2ccccc21)NCC1CCCO1 (stereo not given)
  -1	0.79	7	21	-2.0	0	0	1	-5
> O=C1NC(=O)C(=Cc2ccc(N3CCN(C(=O)c4ccccc4)CC3)c([N+](=O)[O-])c2)C(=O)N1
  0	0.99	3	1	2.8	5	0	0.95	-4
> Cc1ccsc1C(=O)C1CCCN(CCO)C1 (stereo not given)
  3	0.9	15	10	4.9	7	-4	0.93	-10
> Cc1ccc(/C=C2\C(=O)NC(=O)N(CCc3ccc(F)cc3)C2=O)o1
  -3	0.84	-9	16	4.8	4	0	0.96	-4
> C[C@]12CCC3C(CC[C@H]4C[C@@H](O)CC[C@]34C)C1C[C@H](Br)[C@@H]2O (stereo not given in full)
  -1	1.1	.	-13	1.5	-15	-1	1.2	14
> NS(=O)(=O)c1ccc(N2CCNCC2)cc1
  5	0.94	-4	6	-0.9	-4	-3	1	-7
> Cc1sc2ncn(CC(=O)N3CCC4(CC3)OCCO4)c(=O)c2c1C
  -4	1.1	-12	-8	-1.7	-13	-1	1.1	-2
> Nc1ncc(P(=S)(N2CCOCC2)N2CCOCC2)s1
  -3	0.93	5	7	0.0	-27	-5	1.3	-7
> COc1cccc(OCC(=O)N2CCN(C)CC2)c1
  -1	1	-6	-1	-0.9	-22	-6	1.2	-7
> C=CCn1c(O)c(/C=C2\C=Nc3ccccc32)c(=O)[nH]c1=O
  0	0.88	-2	12	1.1	9	-4	0.91	-12
> CCc1ccccc1NC(=O)N1C[C@H]2C[C@@H](C1)c1cccc(=O)n1C2
  -3	0.88	-22	12	-0.7	-6	-1	1.1	-7
> Cc1ccc(Cn2cc(C=O)c(-c3ccc(C)cc3)n2)cc1
  -4	1	63*	-3	0.2	9	-2	0.91	-7
> C=CCN1C(=O)NC(=O)/C(=C/c2ccc(OC)c(COc3ccc(NC(C)=O)cc3)c2)C1=O
  -3	1.1	0	-6	7.3	-6	0	1.1	-2
> CNC(=O)Oc1cccc(-c2cn3cc(Cl)ccc3n2)c1
  -5	1	0	-4	-5.2	-1	1	1	0
> Nc1nonc1C(=O)N/N=C/c1ccc([N+](=O)[O-])o1
  0	0.45	6	55*	1.4	-2	8	1	0

Two entries from above, as a markdown table.
| structure | MIN6 prolif | mIAP act | ATG4B inh | mIAP block | MPTP inh | hIAP block | A3A deaminase | hIAP act | APOBEC3G inh |
| --- | --- | --- | --- | --- | --- | --- | --- | --- | --- |
| O=c1cc(CN2CC=C(c3ccccc3)CC2)c2c(ccc3ccccc32)o1 | -5 | 0.9 | -3 | 10 | 3.3 | -16 | 0 | 1.2 | -5 |
| CCC(=Nc1ccccc1N)c1c(O)[nH]c(=O)[nH]c1=O | -2 | 1.1 | -1 | -5 | 1.8 | 0 | 1 | 1 | -1 |

The list is partial, so the mix of outcomes need not match the whole.
